# Compound activity deposited in PubChem BioAssay by several laboratories.
# Bim-Bcl-W – inhibitors of Bim binding to Bcl-W, primary screen, biochemical, multiplexed, bead-based flow cytometry; Bim peptide-Bcl-W binding; inhibition, % at 10 µM; 190,000 tested, 0.02% active;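 note: 0% = bound tracer without compound and 100% = peptide blocker; higher means less fluorescent Bim peptide bound to Bcl-W beads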
# Target sequence (Q92843 whole entry, looked up): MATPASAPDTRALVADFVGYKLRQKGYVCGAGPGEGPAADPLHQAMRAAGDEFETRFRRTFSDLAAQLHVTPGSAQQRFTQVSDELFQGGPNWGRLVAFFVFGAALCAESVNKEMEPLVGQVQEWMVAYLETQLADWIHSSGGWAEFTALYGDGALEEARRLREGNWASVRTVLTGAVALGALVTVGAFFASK
# Mcl1 Bid PPI – Mcl-1/Bid binding inhibitors, primary screen, biochemical, TR-FRET, 1536-well; inhibition, % at 21.7 µM; Induced myeloid leukemia cell differentiation protein Mcl-1 (Homo sapiens), Q07820; TR-FRET Mcl-1/Bid-Dy647 peptide binding; 220,000 tested, 0.97% active;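 active = compounds that cut the binding signal by more than half at the single screening dose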;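 note: His-tagged Mcl-1 with europium anti-His antibody binding Bid BH3 peptide; 0% = Mcl-1 plus peptide wells and 100% = peptide-only wells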
# Bfl-1 Bim block – inhibitors of Bim binding to Bfl-1, primary screen, biochemical, multiplexed, bead-based flow cytometry. Bcl-2-related protein A1 (Homo sapiens), Q16548. Bim-Bfl-1 binding inhibition. inhibition, % at 10 µM. 190,000 tested, 0.12% active. AID 1008, 2008;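 note: 0% = wells without compound plus tracer and 100% = blocker peptide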
# Bcl-XL Bim block – inhibitors of Bim-Bcl-XL binding, primary screen, biochemical, multiplexed, bead flow cytometry, human Bcl-XL; Bcl-2-like protein 1 (Homo sapiens), Q07817; Bim peptide-Bcl-XL binding, fluorescence; inhibition, % at 10 µM; 190,000 tested, 0.04% active
# Target sequence (Q07817 whole entry, looked up): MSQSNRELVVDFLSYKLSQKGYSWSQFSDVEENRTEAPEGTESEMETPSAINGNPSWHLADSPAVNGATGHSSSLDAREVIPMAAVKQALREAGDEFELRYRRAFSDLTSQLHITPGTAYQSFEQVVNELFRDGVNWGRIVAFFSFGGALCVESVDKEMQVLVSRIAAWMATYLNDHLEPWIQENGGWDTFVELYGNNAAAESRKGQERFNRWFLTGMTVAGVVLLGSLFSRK
# Bcl-B Bim block – inhibitors of Bim-Bcl-B binding, primary screen, biochemical, multiplexed, human Bcl-2 family | AID 951, 2007 | bead-based flow cytometry, Bim peptide-Bcl-B binding | Bcl-2-like protein 10 (Homo sapiens), Q9HD36 | inhibition, % at 10 µM | 190,000 tested, 0.073% active;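 note: 0% = tracer peptide without compound and 100% = reference inhibitor peptide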
# Target sequence (Q9HD36 whole entry, looked up): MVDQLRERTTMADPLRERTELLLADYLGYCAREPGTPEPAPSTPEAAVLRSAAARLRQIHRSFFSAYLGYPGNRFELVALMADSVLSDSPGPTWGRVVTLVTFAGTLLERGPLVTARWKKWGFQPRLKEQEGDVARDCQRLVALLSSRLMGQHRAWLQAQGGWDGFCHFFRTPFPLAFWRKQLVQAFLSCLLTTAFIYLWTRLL
# Bim-Mcl-1 – inhibitors of Bim peptide binding to Mcl-1, primary screen, biochemical, bead-based flow cytometry, multiplex; AID 1009, 2008; Bim peptide-Mcl-1 binding; 190,000 tested, 0.1% active; inhibition, % at 10 µM; Induced myeloid leukemia cell differentiation protein Mcl-1 (Homo sapiens), Q07820;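 note: 0% = no compound tracer wells and 100% = peptide blocker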
# Bcl-2 Bim block – inhibitors of Bim-Bcl-2 binding, primary screen, biochemical, multiplexed, human Bcl-2 family; Apoptosis regulator Bcl-2 (Homo sapiens), P10415; Bead-based flow cytometry, Bim peptide-Bcl-2 binding; inhibition, % at 10 µM; 190,000 tested, 0.06% active; AID 950, 2007; in the data active = inhibition above about 40%; inconclusive = no clear call, values can overlap the other calls;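 note: 0% = no compound wells with probe peptide and 100% = reference peptide inhibitor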
# RGS7-Gao – RGS7-Galphao binding modulators, primary screen, biochemical, multiplexed bead flow cytometry; Guanine nucleotide-binding protein G(o) subunit alpha (Homo sapiens), P09471; actives lie on both sides; binding response (% of control), % at 10 µM; 220,000 tested, 0.35% active; in the data active = binding response below about 49% or above about 150%; inconclusive = no clear call, values can overlap the other calls; inactive = in between;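 note: fluorescent Galphao held in activated GDP-AlF4 state binding bead-coupled RGS7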
# Target sequence (P09471 whole entry, looked up): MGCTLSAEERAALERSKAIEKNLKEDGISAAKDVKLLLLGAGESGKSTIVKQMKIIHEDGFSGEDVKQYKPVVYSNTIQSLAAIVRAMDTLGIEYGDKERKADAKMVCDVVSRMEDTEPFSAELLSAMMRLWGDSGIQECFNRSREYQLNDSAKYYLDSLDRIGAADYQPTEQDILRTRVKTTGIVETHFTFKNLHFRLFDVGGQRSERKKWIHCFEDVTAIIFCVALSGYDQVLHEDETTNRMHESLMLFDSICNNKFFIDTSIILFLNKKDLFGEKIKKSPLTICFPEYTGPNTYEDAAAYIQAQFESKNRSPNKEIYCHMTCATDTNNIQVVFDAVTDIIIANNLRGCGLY
# GSH bead fluor – compound fluorescence on glutathione beads, profiling panel, artefact control, biophysical, 488/530 nm, flow cytometry; GSH beads flow cytometry, compound fluorescence 488/530 nm; active compounds read high; fluorescence (KMESF) at 10 µM; 190,000 tested, 0.25% active; AID 1776, 2009; in the data active = fluorescence above about 89;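 note: glutathione beads carrying GST-tagged Bcl family fusion proteins plus one bare bead set; values are compound well signal with DMSO vehicle wells as background; inactives centre near 16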
# RGS4-Gao reg – modulators of RGS4 binding to Galphao, primary screen, biochemical, multiplexed bead flow cytometry. Guanine nucleotide-binding protein G(o) subunit alpha (Homo sapiens), P09471. actives lie on both sides. binding response (% of control), % at 10 µM. 220,000 tested, 0.33% active. AID 1415, 2008; in the data active = binding response below about 49% or above about 150%; inactive = in between;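 note: fluorescent Galphao activated with aluminum fluoride binding bead-coupled RGS4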
# RGS8-Gao reg – RGS8-Galphao binding modulators, primary screen, biochemical, multiplexed bead flow cytometry; Guanine nucleotide-binding protein G(o) subunit alpha (Homo sapiens), P09471; actives lie on both sides; response (percent of control binding), % at 10 µM; 220,000 tested, 0.34% active; in the data active = response below about 60% or above about 140%; inactive = in between;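 note: Galphao activated as the GDP aluminium fluoride complex binding bead-coupled RGS8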
# Numbers without * were called inactive; ? = inconclusive; / = no result given; [ ] = dose if it differs, or a comment. Cut-off read from the data, not from the text of the source, unless noted: active = inhibition above about 40%.
SMILES,Bim-Bcl-W,Mcl1 Bid PPI,Bfl-1 Bim block,Bcl-XL Bim block,Bcl-B Bim block,Bim-Mcl-1,Bcl-2 Bim block,RGS7-Gao,GSH bead fluor,RGS4-Gao reg,RGS8-Gao reg
COc1ccccc1N1CCN(CC(=O)c2c(N)n(C)c(=O)n(C)c2=O)CC1,-2.0,-39.6,-7.0,-3.0,-7.0,1.0,-5.0,?,16,98.4,99.8
COc1cccc(NC(=S)NC2CC(C)(C)NC(C)(C)C2)c1,-5.0,-17.6,-14.0,-6.0,-10.0,-2.0,-4.0,109.8,12,108.4,108.2
COc1ccc(Nc2nnc(-c3ccc(O)cc3)c3ccccc23)cc1,0.0,-23.1,4.0,0.0,-4.0,4.0,1.0,101.5,9,98.8,119.2
CN(C)S(=O)(=O)CC12CCC(CC1=O)C2(C)C (configuration not stated),-1.0,-13.1,-2.0,-1.0,0.0,-2.0,-3.0,100.2,19,104.0,99.8
Cc1nc(-c2cccc(S(=O)(=O)N3CCCCCC3)c2)cs1,3.0,-0.8,5.0,9.0,5.0,4.0,6.0,93.8,16,97.0,93.0
O=C(NCCN1CCN(Cc2ccccc2)CC1)C1CC(=O)N(C2CCCC2)C1 (configuration not stated),0.0,-28.9,-18.0,-5.0,-7.0,-3.0,-11.0,97.1,28,102.5,100.8
CCOC(=O)N1CCC(NC(=O)CCc2c(C)nc3ncnn3c2C)CC1,0.0,-15.7,-13.0,-4.0,-5.0,0.0,-9.0,96.2,13,95.8,97.9
CCCCNC(=S)N(C)N=C1CCC(c2ccccc2)CC1 (configuration not stated),-2.0,-36.6,-1.0,-2.0,-7.0,2.0,2.0,107.1,12,106.2,108.3
CCOC(=O)N1CCN(C(=O)CSCC(=O)Nc2nc(-c3cccs3)cs2)CC1,0.0,-6.8,0.0,-3.0,-3.0,0.0,0.0,99.7,24,100.5,103.1
Cc1cccn2c(NC(=O)c3cccs3)c(-c3ccccc3)nc12,-2.0,-61.2,-12.0,-3.0,-7.0,-1.0,-3.0,101.8,15,101.6,102.1
NS(=O)(=O)c1ccc(NC(=O)c2ccc(S(=O)(=O)N3CCc4ccccc43)cc2)cc1,-2.0,-1.5,-4.0,-2.0,-11.0,-1.0,-4.0,122.0,8,123.3,125.2
COc1cccc(C2C(C#N)=C(N)N(c3ncn[nH]3)C3=C2C(=O)CCC3)c1 (configuration not stated),-2.0,-16.1,-1.0,-4.0,-2.0,-3.0,-2.0,99.7,8,103.9,105.8
COC(=O)c1sc2ncn(CC(=O)NCCc3ccc(OC)c(OC)c3)c(=O)c2c1C,1.0,-2.4,-5.0,-1.0,-5.0,0.0,0.0,100.3,14,98.7,97.8
COc1ccccc1NC(=O)C(=O)NNC(=O)c1ccco1,-2.0,-8.7,-2.0,-5.0,0.0,-2.0,-4.0,99.7,25,102.2,102.2
CCC(CC)C(=O)Nc1cccc(C(=O)NC(C)(C)C)c1,-2.0,-33.8,-3.0,-3.0,0.0,0.0,-1.0,?,19,101.5,104.7
CCc1ccc(Nc2ncc3c(n2)CC(C)CC3=O)cc1 (configuration not stated),2.0,-15.4,-4.0,0.0,0.0,1.0,-1.0,107.2,20,101.4,104.9
CCCOC(=O)C1C2C=CC3(CN(c4cccc(Cl)c4)C(=O)C13)O2 (configuration not stated),0.0,1.8,-6.0,-2.0,-2.0,0.0,-5.0,86.2,23,86.6,94.0
CCOc1cc(C)c(S(=O)(=O)Nc2ccc(Cl)cn2)cc1C,0.0,11.5,-3.0,1.0,0.0,2.0,1.0,98.7,6,98.6,97.0
Cc1occc1C(=O)Nc1cccc([N+](=O)[O-])c1,3.0,-8.8,2.0,10.0,-6.0,10.0,4.0,100.5,18,102.6,101.1
CCOC(=O)C1=C(c2ccccc2)Nc2ncnn2C1c1cc(OC)cc(OC)c1OC (configuration not stated),5.0,-45.3,1.0,5.0,0.0,2.0,0.0,93.3,5,85.9,86.7
CCOc1ncccc1C(=O)Nc1nnc(C)s1,0.0,-11.2,-10.0,-1.0,-2.0,0.0,-4.0,100.2,9,102.5,103.5
COc1cc(OC)cc(N(C(=O)C2COc3ccccc3O2)C(C(=O)NC2CCCCC2)c2ccc(O)cc2)c1 (configuration not stated),-2.0,-21.5,-12.0,-6.0,-8.0,-2.0,-6.0,94.1,17,94.2,97.1
COCCOCCn1cnc2ccccc21,-1.0,-12.8,0.0,0.0,-5.0,-1.0,1.0,100.4,10,99.2,106.5
CCc1c(C)nc2ncnn2c1N1CCCC(C(=O)NCc2ccc3c(c2)OCO3)C1 (configuration not stated),6.0,-43.4,0.0,1.0,3.0,1.0,3.0,107.9,11,102.8,100.4
Cn1c(=O)[nH]c(=O)c2c1nc1n2CCCN1CCc1ccccc1,5.0,5.8,2.0,3.0,5.0,0.0,0.0,87.1,19,86.0,75.8

# Overlap with the part before: 2 compounds; new compounds follow.
SMILES,Bim-Bcl-W,Mcl1 Bid PPI,Bfl-1 Bim block,Bcl-XL Bim block,Bcl-B Bim block,Bim-Mcl-1,Bcl-2 Bim block,RGS7-Gao,GSH bead fluor,RGS4-Gao reg,RGS8-Gao reg
CCc1c(C)nc2ncnn2c1N1CCCC(C(=O)NCc2ccc3c(c2)OCO3)C1 (configuration not stated),6.0,-43.4,0.0,1.0,3.0,1.0,3.0,107.9,11,102.8,100.4
Cn1c(=O)[nH]c(=O)c2c1nc1n2CCCN1CCc1ccccc1,5.0,5.8,2.0,3.0,5.0,0.0,0.0,87.1,19,86.0,75.8
Cc1ccc(OCc2ccc(C(=O)Nc3nc4ccccc4n3Cc3ccccc3)o2)c([N+](=O)[O-])c1,0.0,68.0*,-8.0,-3.0,-3.0,-2.0,-11.0,100.8,12,102.2,101.0
CCN(CC)S(=O)(=O)c1cccc(-c2nnc(SCCOc3ccccc3C)o2)c1,-2.0,6.6,-10.0,-3.0,-9.0,0.0,-9.0,152.5*[activator],33,177.4*[activator],/
Clc1ccccc1CSc1nnc(-c2cccnc2)n1Cc1ccco1,1.0,-23.8,0.0,0.0,-5.0,-3.0,0.0,96.3,25,95.5,95.7
O=C1Nc2ccccc2C(O)(C(=O)NCc2ccc3c(c2)OCO3)N1c1ccccc1 (configuration not stated),-6.0,-10.7,-2.0,-3.0,-5.0,-3.0,-3.0,88.2,28,88.4,83.7
O=C(CSc1nc2ccccc2c(=O)n1-c1ccccc1)c1c[nH]c2ccccc12,-4.0,17.6,0.0,-6.0,-9.0,-4.0,-2.0,106.3,5,104.0,102.1
CC1CCN(CCOCCOc2ccc(Cl)cc2Br)CC1,0.0,37.7,-17.0,-5.0,-8.0,0.0,-12.0,102.0,28,101.1,100.2
COc1ccccc1-c1c(C)oc2cc(OCC(=O)OCc3ccccc3)ccc2c1=O,2.0,-11.9,-6.0,4.0,-1.0,-1.0,-3.0,84.0,9,84.1,80.2
O=c1c(C(c2c(O)nc3n(c2=O)CCS3)c2cccc3ccccc23)c(O)nc2n1CCS2,0.0,-11.3,1.0,2.0,4.0,1.0,3.0,94.4,9,97.4,96.9
CC(C)NC(=O)CSCc1ccccc1Cl,0.0,-9.9,-11.0,-6.0,-7.0,-4.0,-8.0,100.4,24,99.8,102.0
Cc1ccc(N2C(=O)C3C4C=CC(C4)C3C2=O)cc1C (configuration not stated),-2.0,-13.6,0.0,-1.0,-3.0,-2.0,0.0,96.8,16,100.9,100.7
O=S(=O)(c1ccc(F)cc1)c1nc(-c2ccccc2F)oc1N1CCCCC1,-3.0,-5.6,-7.0,-4.0,-4.0,0.0,-3.0,95.7,62,98.4,100.7
Cc1ccc2nc(C3CCCN(C(=S)Nc4ccccc4C)C3)[nH]c2c1 (configuration not stated),-2.0,-66.5,-3.0,-3.0,-3.0,0.0,-4.0,85.1,31,85.6,93.3
Cc1ccc(NC(=O)NC(=O)CN2C(=O)NC3(CCCCCCC3)C2=O)c(C)c1,0.0,0.8,-9.0,-2.0,-4.0,0.0,-6.0,99.6,24,98.4,100.5
Cc1nn(Cc2ccc(C(=O)Nc3ccccc3C(F)(F)F)o2)c(C)c1Br,0.0,-3.9,-3.0,0.0,1.0,-2.0,-2.0,105.5,26,98.4,113.3
O=C(CSc1nnc(Cc2ccccc2)n1-c1ccc(Cl)cc1)N1CCOCC1,1.0,-3.0,-13.0,-4.0,-5.0,0.0,-10.0,99.9,32,100.2,99.8
Cc1cc2nnc(SCC(=O)NCC3CCCO3)n2c2ccccc12 (configuration not stated),-4.0,-16.2,2.0,0.0,1.0,2.0,2.0,100.0,12,102.5,100.9
CCOc1cc(-c2nc(-c3ccc(C)nc3OCC)no2)cc(OCC)c1OCC,0.0,-15.8,-13.0,-4.0,-9.0,-1.0,-10.0,98.8,34,100.8,99.6
CCOC(=O)N1CCN(c2nnnn2-c2ccccc2)CC1,-1.0,-4.2,1.0,-1.0,-4.0,1.0,-3.0,101.5,13,102.1,101.9
CCCc1nnc(NC(=O)c2cccs2)s1,-1.0,-7.4,0.0,-1.0,-1.0,0.0,-1.0,99.9,21,100.1,100.5
Cc1cc(C(=O)OCC(=O)Nc2ccccc2F)c(C)o1,0.0,-10.3,-3.0,0.0,-1.0,0.0,-3.0,101.3,13,105.3,101.7
CC(NC(=O)c1cccc(Br)c1)c1ccccc1 (configuration not stated),0.0,-30.0,0.0,0.0,0.0,1.0,0.0,98.8,24,97.4,102.1
CCc1cc(=O)oc2cc(OCC(=O)N3CCCc4ccccc43)ccc12,3.0,2.1,0.0,7.0,3.0,1.0,0.0,109.8,11,109.9,110.8
O=C(Nc1ccccc1Cl)c1ccn[nH]1,-3.0,1.5,-1.0,-3.0,-1.0,-1.0,-1.0,98.5,10,100.9,100.9
COc1ccc(CCN(C)c2ccc(C(N)=O)cc2[N+](=O)[O-])cc1OC,0.0,-18.6,-3.0,-1.0,-2.0,2.0,0.0,?,11,100.7,100.5
O=C(O)CC(C(=O)O)c1cn(Cc2ccccc2)c2ccccc12 (configuration not stated),0.0,-21.8,0.0,0.0,1.0,0.0,0.0,98.5,19,100.9,100.4
CC(CCc1ccccc1)NC(=O)c1nnc(Cc2ccc(F)cc2)o1 (configuration not stated),-5.0,-1.0,-5.0,-8.0,-7.0,-3.0,-4.0,100.1,14,99.8,98.7
Cc1cc[n+](-c2ccccc2)c2ccccc12,2.0,-6.2,-2.0,-1.0,0.0,1.0,0.0,?,12,100.3,101.2
CCCC(=O)OCC(=O)Nc1ccc2[nH]c(=O)[nH]c2c1,0.0,-9.0,-4.0,-1.0,1.0,-1.0,-4.0,99.8,15,100.7,99.9
S=C(NCc1ccc2c(c1)OCO2)Nc1ccc2nsnc2c1,-3.0,-95.8,-4.0,-2.0,-15.0,-5.0,-3.0,106.1,15,101.9,101.9
